Screens: PubChem BioAssay, National Center for Advancing Translational Sciences (NCATS)
TSHR antag: Antagonists of the Thyroid Stimulating Hormone Receptor: HTS campaign; Thyrotropin receptor (Homo sapiens), P16473; activity change, negative = inhibition, % at 11.5 µM; TSHR-expressing cells, TSH-stimulated cAMP HTRF, 2 h; hits give low values; AID 504810, 2011; 0.2% of 330,000 active;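 active = activity change below a set negative limit, meaning inhibition stronger than a set level, cut at about -70% in these data; inconclusive = activity change between two set negative limits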; note: % is set by controls: 0 for no effect and ±100 for the full control effect
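Freshly harvested TSHR cells receive pin-tooled compound, then EC80 TSH at 4nM final. After 2 hours at 37 deg C, antibody in lysis buffer and cAMP-d2 are added; 30 minutes at ambient temperature precede the HTRF read.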
Giardia killer: Small Molecules that selectively kill Giardia lamblia: qHTS. Giardia lamblia trophozoite viability. activity change, % at 7.66 µM, hits read low. 0.15% of 340,000 active; in the data active = activity change below about -80%; inconclusive = between about -30% and that limit;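 note: parasites exposed to compound for two days anaerobically before the ATP read; % is set by controls: 0 for no effect and ±100 for the full control effect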
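Giardia trophozoites, 100 cells per well, were exposed to compounds for 48 hrs at 37 deg C under anaerobic conditions; viability was then read as ATP content by bioluminescence after 15-30 min at room temperature.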
Chronic BCR inh: qHTS Assay to Find Inhibitors of Chronic Active B-Cell Receptor Signaling | Potency, µM (titrated, usually from 46.1 µM), for inactives: at the highest dose ratio change, negative = lower green/red ratio, actives largely listed as inhibitors | ABC-DLBCL IkBa-CBG/CBR reporter, luminescence ratio, 4 h | 0.05% of 340,000 active; active = well fitted inhibition curve with a large enough effect in the signal ratio, with a control signal flat, not every such curve was filed as active; inconclusive = small, poorly fitted or top-dose-only effect, or effect the other way, or a change in a side signal; the % refers to the signal ratio;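 note: potency is the fitted concentration of half-maximal effect; plate controls were basal doxycycline-induced cells for no effect and cells given 10 µM MG132 for full effect; MG132 reads +100%, hits lower the ratio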
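Concentration-response series (up to 46 uM) were applied to TMD8 dual-reporter cells for 4 h at 37C with doxycycline. Green/red ratio, after filter-overlap correction, defined %Activity; red signal alone was normalised to basal cells and zero luminescence.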
GALK inhibitor: qHTS Assay for Inhibitors of Human Galactokinase (GALK); Purified GALK, Kinase-Glo residual ATP luminescence; Potency, µM (titrated, usually from 57.5 µM), for inactives: top-dose activity change, negative = inhibition, usual class: inhibitors; 0.007% of 270,000 active; note: potency is the fitted concentration of half-maximal effect; % is set by controls: 0 for no effect and ±100 for the full control effect
Target sequence (P51570 whole entry, looked up): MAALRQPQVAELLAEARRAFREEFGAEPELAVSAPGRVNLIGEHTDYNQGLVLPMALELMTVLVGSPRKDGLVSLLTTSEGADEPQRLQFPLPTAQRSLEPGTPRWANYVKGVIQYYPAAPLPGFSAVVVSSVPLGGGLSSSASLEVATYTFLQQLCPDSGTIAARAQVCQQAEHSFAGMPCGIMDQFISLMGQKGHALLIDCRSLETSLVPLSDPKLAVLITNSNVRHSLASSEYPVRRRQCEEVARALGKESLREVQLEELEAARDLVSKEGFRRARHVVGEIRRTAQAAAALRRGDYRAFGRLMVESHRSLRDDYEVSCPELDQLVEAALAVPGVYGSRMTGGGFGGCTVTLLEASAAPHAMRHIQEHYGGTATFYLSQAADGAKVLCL
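GALK at 5 nM final was combined with compound, 35 uM ATP and 100 uM galactose in HEPES pH8.0 with MgCl2 and DTT. The reaction ran one hour at room temperature before luminescent ATP detection.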
KCNH2 WT inh: qHTS for Inhibitors of KCHN2 3.1: Wildtype qHTS; U2OS, BacMam KCNH2, thallium flux FluxOr; hits give low values; Voltage-gated inwardly rectifying potassium channel KCNH2 (Homo sapiens), Q12809; activity change, % at 1.84 µM; 0.37% of 340,000 active;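 active = maximum activity change below -70%; inconclusive = maximum activity change between -70% and -50%; inactive = maximum activity change above -50%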; note: % is set by controls: 0 for no effect and ±100 for the full control effect
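U2OS cells were transduced with wild-type KCNH2 virus (2.03 x 10^8 / mL) for 4 h at room temperature, then cultured overnight at 37 C. Thallium flux was read with FluxOr dye. Rate constants were normalized to DMSO controls.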
CXXC DNA block: qHTS Fluorescence Polarization Assay for Inhibitors of MLL CXXC domain - DNA interaction. AID 2662, 2010. 0.037% of 290,000 active. MLL-CXXC / FITC-HOXA9 DNA fluorescence polarization. Histone-lysine N-methyltransferase 2A (Homo sapiens), Q03164. Potency, µM (series often up to 115 µM), for the others: at the highest dose activity change, negative = inhibition, actives largely listed as inhibitors; active = well fitted inhibition curve with a large enough effect in the polarisation, with a control signal flat, not every such curve was filed as active; inconclusive = small, poorly fitted or top-dose-only effect, or effect the other way, or a change in a side signal; inactive = no such curve, though single readings can be large or run the other way; the % refers to the polarisation; note: potency is the fitted concentration of half-maximal effect
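Purified MLL-CXXC (added from a 7 uM solution) was preincubated 5 min at ambient with pinned compounds in 50 mM Tris-HCl pH 7.5, 50 mM NaCl, 1 mM DTT, 0.05% BSA. Fluorescein-labeled HOX-A9 DNA (50 nM solution) followed, 30 min, then polarization read.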
Tb PFK block: qHTS Assay to Find Inhibitors of T. brucei phosphofructokinase. ATP-dependent 6-phosphofructokinase (Trypanosoma brucei brucei), O15648. T. brucei PFK, ADP-Glo luminescence. Potency, µM (top dose mostly 57.5 µM), for inactives: at the top dose activity, negative = inhibition, hits mostly inhibitors. 0.17% of 330,000 active;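 note: potency is the fitted concentration of half-maximal effect; 0% = uninhibited 1x PFK enzyme wells and -100% = no-enzyme wells; nearly all actives have a fitted effect of over 60% in size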
Target sequence (O15648 whole entry, looked up): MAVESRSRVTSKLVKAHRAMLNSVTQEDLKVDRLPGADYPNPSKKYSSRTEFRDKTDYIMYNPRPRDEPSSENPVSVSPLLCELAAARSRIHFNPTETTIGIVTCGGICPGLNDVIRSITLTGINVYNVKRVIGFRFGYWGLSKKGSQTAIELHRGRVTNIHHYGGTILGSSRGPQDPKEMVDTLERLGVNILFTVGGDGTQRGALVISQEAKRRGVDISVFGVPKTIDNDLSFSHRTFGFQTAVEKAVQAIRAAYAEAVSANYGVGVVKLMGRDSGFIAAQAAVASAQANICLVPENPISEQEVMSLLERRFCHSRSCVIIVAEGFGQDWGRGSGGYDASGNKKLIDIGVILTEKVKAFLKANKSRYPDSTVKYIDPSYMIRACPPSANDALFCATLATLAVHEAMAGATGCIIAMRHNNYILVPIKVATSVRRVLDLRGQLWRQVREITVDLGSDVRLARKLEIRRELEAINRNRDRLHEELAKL
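ADP-Glo luminescence quantified ADP after 45 min at room temperature, with 1.25 nM T. brucei PFK, 0.1 mM ATP and 0.5 mM fructose-6-phosphate in pH 8.0 TEA buffer. qHTS titrations up to 57 µM; curves classified by quality.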
TCR act: Activators of T cell receptors: qHTS campaign. primary human leukocytes, anti-CD3, IL-2 HTRF, 48 h. Potency, µM (highest dose often 9.22 µM), for the others: at the highest dose activation of IL-2 secretion, most hits filed as activators. AID 504894, 2011. 330,000 tested, under 10 active; note: % of control where 0% means no effect
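Using a-CD3 beads without co-stimulation, primary human leukocytes were exposed to compounds for 48 hr. An HTRF IL-2 kit measured the cytokine, with europium-to-d2 energy transfer producing emission at 665nm upon 320nm excitation.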
FBPA coupling cs: qHTS Assay for Inhibitors of Fructose-1,6-bisphosphate Aldolase from Giardia Lamblia: Coupling assay counterscreen. AID 2472, 2010. activity change, negative = inhibition, % at 58.2 µM, hits read low. coupling enzyme system counterscreen, AmpLite Red fluorescence. 0.67% of 290,000 active; in the data active = activity change below about -30%; note: % is set by controls: 0 for no effect and ±100 for the full control effect
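Final compound at 57.5 uM, incubated 10 min at RT with coupling enzyme reagent (glyceraldehyde-3-phosphate), then 20 min with substrate and AmpLite Red detection. Fluorescence read at 525/598 nm; tests interference with the coupling assay, not aldolase inhibition.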
A-T KAP1 phos: qHTS Assay for Identifying a Potential Treatment of Ataxia-Telangiectasia; […] A-T fibroblasts, KAP-1 phosphorylation AlphaLISA; neocarzinostatin DNA damage 30 min before lysis; Potency, µM (highest dose often 57.5 µM), for inactives: top-dose activation, usual class: activators; 0.19% of 320,000 active; note: potency is the fitted concentration of half-maximal effect; % of control where 0% means no effect; nearly all actives have a fitted effect of over 45% in size
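hTERT-immortalized A-T patient fibroblasts ([…]), 500 cells/well in OPTI-MEM, 1% FBS, got compounds for 60 min, then NCS for 30 min at 37C. Lysates were then assayed for phospho-KAP-1 by AlphaLISA (anti-pKAP1 donor, anti-KAP1 acceptor beads), 6 hr at 25C.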
The depositor's hits bear a star; ? = inconclusive; nt = no result given; [ ] = remark or other dose. Unless noted, calls come from the whole dose curve; as a rule, active = well fitted curve in the direction sought with a large enough effect; inconclusive = small, poorly fitted or top-dose-only effect, or another doubt; inactive = no such curve, though single readings can be large; an effect the other way counts as inactive or inconclusive.

Each structure is followed by: TSHR antag	Giardia killer	Chronic BCR inh	GALK inhibitor	KCNH2 WT inh	CXXC DNA block	Tb PFK block	TCR act	FBPA coupling cs	A-T KAP1 phos
- CCOc1c(Br)cc(C2NC(=O)CCC2[N+](=O)[O-])cc1OC (stereo not drawn)
  0	1	0%	-2%	-23	8%	-2%	5%	1	-5%
- COc1ccc(C(=O)COC(=O)c2ccc3c(c2)NC(=O)CS3)c(OC)c1
  nt	24	-27%	nt	-4	nt	0%	-3%	nt	3%
- O=C(CS(=O)(=O)c1ccc(Cl)cc1)NCCS(=O)(=O)c1ccc(Cl)cc1
  0	8	-1%	1%	21	11%	-1%	nt	3	3%
- CC(=O)Nc1cc[n+](CC(=O)c2cccc([N+](=O)[O-])c2)cc1
  12	32[activator]	0%	-2%	0	-1%	1%	-2%	2	4%
- O=C(NCCN1CCOCC1)C1CCC(CNS(=O)(=O)c2ccccc2)CC1 (stereo not drawn)
  13	29	4%	nt	-2	6%	0%	-2%	3	8%
- COc1ccc(C(=O)NCc2ccc3c(c2)OCO3)cc1S(=O)(=O)N1CCCC1
  -34	-4	-2%	nt	16	nt	-9%	2%	nt	-7%
- O=C(Nc1ccccc1)c1ccc(=O)[nH]n1
  1	12	0%	-1%	13	?	-1%	1%	2	-7%
- COc1ccc(C(=O)CSc2ncn[nH]2)cc1OC
  0	-19	-6%	5%	2	6%	-7%	0%	-1	7%
- CCc1ccc(NC(=O)CCN2C(=O)c3cccnc3C2=O)cc1
  16	-4	-7%	-1%	-9	-1%	-1%	-4%	1	1%
- COc1ccc(/C=N/NC(=O)c2ccc(COc3ccccc3Cl)o2)c(OC)c1C
  11	8	-3%	2%	1	-3%	-9%	-2%[46.1 µM]	0	-5%
- S=C(NCCc1ccccc1)N/N=C/c1ccccc1Cl
  -4	0	?	2%	-4	16%	4%	-6%[46.1 µM]	-1	-2%
- O=C1CC(C2CCCO2)C(=O)N1c1ccccc1 (stereo not drawn)
  8	15	-1%	-3%	-14	9%	-2%	1%[46.1 µM]	0	3%
- COc1ccc(NC(=O)N2CCCC(c3nc(-c4ccc(OC)cc4)no3)C2)cc1 (stereo not drawn)
  -2	-16	?	-3%	-12	-6%	2%	2%	1	-1%
- O=S(=O)(c1ccccc1)N1CCN=C1SCc1ccc(Cl)cc1
  -16	1	-10%	-1%	1	-3%	-2%	1%	-9	4%
- Cc1ccccc1C(=O)OCCCN=C1NS(=O)(=O)c2ccccc21
  4	-18	6%	-4%	5	-11%	-1%	5%[46.1 µM]	9	1%
- CC(=O)N1CCOc2ccc(S(=O)(=O)N3CCC(C(=O)Nc4ccc(C)cc4C)CC3)cc21
  17	-21	8%	-6%	4	-7%	-2%	6%	nt	-17%
- Cc1nc2sc3c(c2c(=O)n1NC(=O)CCl)CCCC3
  -3	3	-8%	-2%	-1	-18%	1%	1%	10	3%
- CNC(=O)c1ccc(-c2sc3nc(N4CCOCC4)c4c(c3c2N)CC(C)(C)OC4)o1
  -19	-26	8%	-1%	-3	-10%	-2%	-25%	nt	4.5µM*
- CC(C)c1ccc(C2C3CSCC=C3C(C#N)=C(N)C2(C#N)C#N)cc1 (stereo not drawn)
  -8	nt	?	-5%	nt	1%	-3%	nt	-2	31%
- Cc1onc(-c2ccccc2)c1C(=O)Nc1ccc(S(=O)(=O)NC(C)(C)C)cc1
  -2	5	-17%	4%	-2	-1%	-11%	-7%	-8	6%
- CCCc1nnc(NC(=O)C2CCCO2)s1 (stereo not drawn)
  -3	10	0%	5%	41	4%	1%	-4%	1	14%
- O=C(NCCc1ccccc1)C1CCCN(c2nc3ccccc3s2)C1 (stereo not drawn)
  -16	-26	-5%	1%	2	2%	-2%	-2%	0	7%
- CCOC(=O)N1CCN(S(=O)(=O)N2CCCC(C(=O)NCc3ccccc3Cl)C2)CC1 (stereo not drawn)
  -11	14	6%	-3%	13	30%	7%	5%	-1	1%
- CCC(C)c1ccc(NC(=O)c2c([N+](=O)[O-])cnn2CC)cc1 (stereo not drawn)
  9	-1	-5%	-1%	-11	-24%	1%	8%	-2	6%
- Cc1ccc(Cl)cc1N1CCN(C(=O)c2cn(C)c(=O)c3c2c2ccccc2n3C)CC1
  17	-6	2%	-4%	-16	3%	0%	nt	2	-12%
- O=C(COC(=O)/C=C/c1ccccc1)Nc1nnc(-c2ccccc2)o1
  -16	5	-2%	nt	3	nt	0%	-1%	nt	-3%
- COc1ccc(NC(=S)NCC2CCCO2)c(C)c1 (stereo not drawn)
  -1	2	1%	4%	16	8%	-4%	3%[46.1 µM]	3	11%
- Cc1cc(C(=O)NC2CC(C)(C)Cc3c2cnn3-c2ccccc2C)c(C)o1 (stereo not drawn)
  0	-4	?	1%	-7	2%	-17%	0%	-2	4%
- Cc1ccc(CN2C(=O)C(CC(C)C)Nc3ncnc(N4CCN(c5ccccc5)CC4)c32)cc1 (stereo not drawn)
  -8	21	-1%	nt	-6	nt	5%	1%	nt	3%
- CCCc1nn2c(=O)cc(CSCC(=O)Nc3nnc(CC)s3)nc2s1
  15	3	-2%	-2%	-18	6%	2%	7%	nt	-7%
- O=C1CN(c2ccccc2F)C(=O)CN1c1ccccc1F
  4	-7	?	-2%	3	-4%	-9%	-7%	0	2%
- CCN(CC(=O)Nc1ccc(NC(C)=O)cc1)C(=O)c1ccc(=O)[nH]c1
  -9	14	-3%	1%	-14	5%	1%	-4%	nt	20%
- O=C(O)CSc1nnc(NC(=O)CN2CCOCC2)s1
  -7	1	?	-1%	1	7%	4%	-2%	-1	0%
- Cc1cc(NC(=O)CCN2CCN(Cc3ccccc3)CC2)ccc1Br
  4	12	?	1%	32	-4%	-4%	-7%	2	21%
- CCCC12CN3CCN(CC(C3)/C1=N\NC(=O)Nc1ccccc1)C2
  -18	5	4%	-1%	44	5%	0%	1%[46.1 µM]	-1	2%
- Cc1ccc(Cl)cc1-n1c(SCC(=O)NCCC2=CCCCC2)nc2n[nH]c(C)c2c1=N
  -1	-7	1%	3%	7	-1%	-6%	3%	-1	-1%
- COC(=O)c1ccccc1NC(=O)N1c2ccccc2Sc2ccccc21
  -23	?	2%	0%	-2	2%	-1%	-5%[46.1 µM]	-2	2%
- O=C(CSc1nc2sc3c(c2c(=O)n1-c1ccccc1)CCCC3)N/N=C/c1ccccc1C(=O)O
  -9	19	-1%	14%	-1	?	-5%	11%	16	7%
- O=C(CCS(=O)(=O)c1ccccc1Cl)NCCC1=CCCCC1
  -1	-15	4%	-3%	1	2%	2%	-3%	nt	4%
- C[C@@]12C(=O)N(c3cccc(F)c3)C(=O)N1[C@H](c1ccc(F)cc1)[C@@H]1C(=O)N(C3CCCCC3)C(=O)[C@@H]12
  19	-3	5%	nt	-4	-5%	0%	0%	-1	2%
- CCN(CC)Cc1c(NC(=O)c2ccccc2)sc(C)c1C
  -10	?	-3%	-1%	2	8%	2%	nt	-3	2%
- CCOC(=O)c1c(NC(=O)COC(=O)C2CC2C)sc(C)c1C (stereo not drawn)
  -10	-7	1%	3%	6	7%	0%	-4%	2	6%
- Cc1ccc(S(=O)(=O)N2CCN(C(=O)c3nn(C(C)C)c(=O)c4ccccc34)CC2)cc1C
  0	?	0%	0%	-1	1%	1%	5%	8	1%

Not a hit list; about 1.6% have a hit in one of these screens.
